High-throughput results (PubChem)
SUMO1 PPI mod: modulators of SUMO1 protein-protein interactions, primary screen, biochemical, uHTS; SUMO1 binding to a labelled peptide, TR-FRET, 1 h; Small ubiquitin-related modifier 1 (Homo sapiens), P63165; inhibition, % at 20 µM; 0.33% of 360,000 active; in the data active = inhibition above about 37%
CSN inh: inhibitors of CSN-mediated cullin deneddylation, primary screen, biochemical, fluorescence polarization, uHTS. 0.38% of 360,000 active. Purified CSN, SCF-Nedd8-OG deneddylation. AID 651999, 2013. COP9 signalosome complex subunit 5 (Homo sapiens), Q92905. inhibition, % at 12.5 µM;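 active = pattern-corrected inhibition above about 35%, with an unprinted fluorescence ratio check between 0.5 and 1.5, limit read from the data, passing the limit was not always enough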;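 also: 0% = enzyme with substrate and 100% = substrate without enzyme; some results filed as inactive read as strong as hits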
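Test system: purified human Csn5 enzyme expressed in HEK293T cells. Amount: 0.24 nM enzyme. Reagent: SCFSkp2-Nedd8OG substrate at 10 nM final. Schedule: 90 min incubation of compound, enzyme and substrate at room temperature. Detection: fluorescence polarization. Read-out: % inhibition of substrate cleavage by Csn5.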
NadD inh: inhibitors of S. aureus NadD, primary screen, biochemical, colorimetric, uHTS; purified NadD enzyme, colorimetric absorbance read-out; inhibition, % at 20 µM; 0.78% of 360,000 active; in the data active = inhibition above about 26%; also: some compounds past the cut are filed as inactive
LMPTP inh: LMPTP phosphatase inhibitors, primary screen, biochemical, fluorescence intensity, uHTS. 0.22% of 360,000 active. AID 651560, 2012. Low molecular weight phosphotyrosine protein phosphatase (Homo sapiens), P24666. inhibition, % at 20 µM. recombinant LMPTP-A, OMFP fluorogenic substrate;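 active = compounds that cut the enzyme signal by at least half of the control window in the single-dose screen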;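 also: plate controls were DMSO wells with enzyme plus substrate for no effect and substrate without enzyme for full effect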
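Assay system: LMPTP-A enzyme. Input: 0.625 nM LMPTP-A final. Probe or stimulus: 400 µM OMFP. Compound dosing: single 20 µM dose. Schedule: 50 min dark incubation at room temperature. Detection: fluorescence intensity of OMFP turnover product. Read-out: percent inhibition versus substrate-only and uninhibited controls. Benchmarks: no-enzyme low control, uninhibited high control.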
Scp-1 inhibitor: Scp-1 phosphatase inhibitors, primary screen, biochemical, colorimetric, uHTS | Carboxy-terminal domain RNA polymerase II polypeptide A small phosphatase 1 (Homo … | inhibition, % at 20 µM | Recombinant Scp1, phosphopeptide, malachite green phosphate absorbance | 0.88% of 340,000 active | AID 493091, 2011;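 active = inhibition above about 50% at 20 µM, limit read from the data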;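 also: plate controls were DMSO wells with enzyme for no effect and wells lacking enzyme for full effect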
Target sequence (Q9GZU7 76-261 limits assumed): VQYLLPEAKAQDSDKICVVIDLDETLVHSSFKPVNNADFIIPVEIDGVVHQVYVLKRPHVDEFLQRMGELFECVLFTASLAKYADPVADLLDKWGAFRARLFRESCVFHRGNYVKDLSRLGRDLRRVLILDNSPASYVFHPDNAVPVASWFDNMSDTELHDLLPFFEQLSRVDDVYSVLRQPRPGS
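Test system: SCP-1 catalytic domain; Buffer or medium: Acidic Tris acetate buffer with magnesium and detergent; Also added: Phosphorylated 17-residue peptide substrate; Compound: single 20 µM dose, 1% DMSO; Schedule: enzyme reaction 45 min at room temperature, colour 5 min, stabilisation 30 min; Signal: Phosphate-binding colour reagent, absorbance read at 630 nm.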
Rpn11 block: Rpn11 (PSMD14) deubiquitinase inhibitors, primary screen, biochemical, fluorescence polarization, uHTS. 26S proteasome non-ATPase regulatory subunit 14 (Homo sapiens), O00487. human 26S proteasome, Ub4-pepOG fluorescence polarization; 20S core pre-blocked with epoxomicin. calls only at 20 µM. 0.59% of 360,000 active. AID 588493, 2011;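 active = inhibition at 20 µM, scaled to each plate's controls, above about 33%, limit read from the data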
Rin1 Abl inh: inhibitors of Rin1-Abl protein binding, primary screen, biochemical, TR-FRET. Tyrosine-protein kinase ABL1 (Homo sapiens) + Ras and Rab interactor 1 (Homo sapiens), …. inhibition, % at 7.35 µM. 0.4% of 360,000 active. AID 588664, 2011; in the data active = inhibition above about 5%, passing the limit was not always enough
Neddyl block: inhibitors of cullin neddylation, primary screen, biochemical, TR-FRET, uHTS, NAE and Ubc12; NEDD8-conjugating enzyme Ubc12 (Homo sapiens) + NEDD8-activating enzyme E1 regulatory …; calls only at 25 µM; 0.58% of 360,000 active; AID 651699, 2012; in the data active = inhibition above about 36%
Target sequence (P61081 whole entry, looked up): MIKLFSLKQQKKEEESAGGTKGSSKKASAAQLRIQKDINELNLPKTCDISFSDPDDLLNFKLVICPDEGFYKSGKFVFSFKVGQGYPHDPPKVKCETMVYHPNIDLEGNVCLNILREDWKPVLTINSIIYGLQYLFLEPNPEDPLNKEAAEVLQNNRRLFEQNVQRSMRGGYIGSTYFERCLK
Target sequence (Q13564 whole entry, looked up): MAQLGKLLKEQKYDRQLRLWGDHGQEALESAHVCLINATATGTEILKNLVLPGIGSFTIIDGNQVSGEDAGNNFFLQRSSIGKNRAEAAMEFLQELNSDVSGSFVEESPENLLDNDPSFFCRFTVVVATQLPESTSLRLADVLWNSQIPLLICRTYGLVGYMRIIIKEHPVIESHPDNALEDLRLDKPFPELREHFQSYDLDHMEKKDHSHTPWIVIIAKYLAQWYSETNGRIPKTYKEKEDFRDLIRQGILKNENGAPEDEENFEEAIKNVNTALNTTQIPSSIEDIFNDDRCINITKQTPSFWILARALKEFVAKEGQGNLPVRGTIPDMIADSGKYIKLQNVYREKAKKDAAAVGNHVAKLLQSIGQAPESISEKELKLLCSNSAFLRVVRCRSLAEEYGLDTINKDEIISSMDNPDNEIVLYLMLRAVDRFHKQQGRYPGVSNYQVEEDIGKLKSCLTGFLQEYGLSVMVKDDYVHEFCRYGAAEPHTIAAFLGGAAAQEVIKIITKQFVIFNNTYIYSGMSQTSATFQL
DNMT1 block: human DNMT1 methyltransferase inhibitors, primary screen, biochemical, molecular beacon, fluorescence, HinP1I cleavage, uHTS | inhibition (reported as % activation of signal), % at 10 µM | 0.83% of 360,000 active | DNA (cytosine-5)-methyltransferase 1 (Homo sapiens), P26358; in the data active = inhibition above about 50%
STEP block: STEP phosphatase inhibitors, primary screen, biochemical, fluorescence intensity, uHTS; Tyrosine-protein phosphatase non-receptor type 5 (Homo sapiens), P54829; recombinant STEP, OMFP fluorogenic substrate; inhibition, % at 20 µM; 0.25% of 360,000 active; AID 588621, 2011;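 active = inhibition at 20 µM, scaled per plate between control wells, above about 37%, limit read from the data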;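 also: 0% = DMSO with enzyme and substrate and 100% = substrate only without enzyme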
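Measure: Control-normalized % inhibition with plate pattern correction | Test system: STEP phosphatase, cell-free reaction | Medium: pH 6.0 Bis-Tris with DTT and Tween 20 | Technique: Fluorescence, 480/540 nm | Times: Reaction 20 min, ambient temperature | Doses: Single compound dose of 20 µM, 1% DMSO final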
* hit, by the source's call; i = inactive; / = no result given.

item	Molecule	SUMO1 PPI mod	CSN inh	NadD inh	LMPTP inh	Scp-1 inhibitor	Rpn11 block	Rin1 Abl inh	Neddyl block	DNMT1 block	STEP block
1	COc1cc(S(=O)(=O)Nc2cccc3cn[nH]c23)c(OC)cc1Cl	-2	-2	-4	-0.7	-7	i	3	i	-2	-2
2	COc1cccc(OC)c1OCCCOc1ccc([N+](=O)[O-])cc1Cl	-5	-8	-5	2.5	-16	i	-3	i	8	-2
3	COc1cc(C(=O)OCC(=O)NC(C)CCc2ccccc2)cc(OC)c1OC (stereo not given)	2	3	-5	-0.7	-9	i	-3	i	-1	-2
4	COc1ccc(CN2C(=O)c3ccccc3C2(C)c2nc3ccccc3[nH]2)cc1 (stereo not given)	0	-5	-3	-2.3	/	/	/	i	/	/
5	CCOC(=O)CN1C(=O)/C(=C/c2ccccc2Br)Oc2ccccc21	10	-4	1	0.6	-8	i	3	/	1	2
6	Cn1c(=O)[nH]c(Nc2ccc(F)cc2)c([N+](=O)[O-])c1=O	-5	-4	-5	-1.2	-1	i	1	i	0	-1
7	COc1cc(NC(=O)CSc2nnc3c(C)cc4cc(C)cc(C)c4n23)c(C(=O)O)cc1OC	-1	-16	0	-0.2	3	i	1	i	-3	0
8	O=C(CCNC(=O)c1ccccc1)OCC(=O)c1ccccc1	-2	2	-2	-1.8	0	i	0	i	0	-2
9	COc1ccccc1OCCCn1c(=O)oc2ccc(C)cc21	2	-3	-7	-0.3	-7	i	0	i	-3	-1
10	CC1CCCN(C(=O)COC(=O)c2cc(-c3cccs3)nn2-c2ccccc2)C1 (stereo not given)	1	0	-3	0.0	4	i	-2	i	-8	3
11	CC(=O)N[C@H]1[C@H](OC2CCCCC2)O[C@H](COC(C)=O)[C@@H](OC(C)=O)[C@@H]1OC(C)=O	-2	-4	-2	-0.2	-7	i	4	i	0	0
12	CCOc1nc2cnccc2n(CC(=O)Nc2c(F)c(F)cc(F)c2F)c1=O	-1	-5	3	-1.5	-5	i	3	i	0	-1
13	CC(=O)NC(c1cc(F)c2cccnc2c1O)C1CC1 (stereo not given)	-8	3	2	0.5	-8	i	5	i	-2	26
14	COc1cc2nc(C3CCC3)n(N)c(=O)c2cc1OC	0	-1	1	-1.6	-5	i	2	i	1	-2
15	CS(=O)(=O)N(CC(=O)Nc1ccccc1)c1cccc(Cl)c1Cl	-1	-2	0	-0.5	-6	i	3	i	10	2
16	Cc1ccc(Cl)cc1N1CCN(C(=O)C2CCC(=O)N2C(C)C)CC1 (stereo not given)	3	-2	-1	-2.2	-13	i	-1	i	2	-2
17	O=C(NC1CC1)c1cc(F)c(F)cc1Cl	-4	2	1	0.4	-13	i	-1	i	2	-3
18	CC(C)NC(=O)N(C)C[C@H]1Oc2ccc(NC(=O)Nc3ccc(C(F)(F)F)cc3)cc2C(=O)N([C@H](C)CO)C[C@@H]1C	2	2	0	-0.2	-1	i	1	i	-5	-5
19	COc1ccc(C2(C(=O)NCCCN3CCOCC3)CCOCC2)cc1	0	2	2	0.4	-7	i	-1	i	-1	0
20	CC1CSc2nnc(CCc3ccccc3)n21 (stereo not given)	4	-5	8	-1.9	-1	i	-2	i	0	1
21	O=C(CCCOc1ccc(Cl)cc1Cl)N/N=C/c1ccccc1O	-3	-4	-1	0.6	-9	i	-3	i	-4	0
22	[O-]/[N+](=C/c1cccnc1)c1ccc(Br)cc1	0	5	2	0.3	0	i	3	i	-13	1
23	COc1cccc(NC(=O)Cn2cnc3sc(C)c(S(=O)(=O)N4CCN(C)CC4)c3c2=O)c1	2	-6	-2	-1.1	-2	i	0	i	-2	1
24	CCOc1ccc2c(c1)/C(=C(\C(Cl)=C(Cl)Cl)[N+](=O)[O-])N2	3	0	2	-0.7	3	i	4	i	-15	-1
25	COc1cc(NC(=O)c2ccco2)c(OC)cc1NC(=O)Nc1cccc(Cl)c1	2	-7	-5	2.5	-1	i	3	i	-12	-5

Full records as entered above. Order of screens: SUMO1 PPI mod | CSN inh | NadD inh | LMPTP inh | Scp-1 inhibitor | Rpn11 block | Rin1 Abl inh | Neddyl block | DNMT1 block | STEP block
Cn1c(=O)[nH]c(Nc2ccc(F)cc2)c([N+](=O)[O-])c1=O across the screens: -5 | -4 | -5 | -1.2 | -1 | i | 1 | i | 0 | -1
COc1cc(C(=O)OCC(=O)NC(C)CCc2ccccc2)cc(OC)c1OC (stereo not given) across the screens: 2 | 3 | -5 | -0.7 | -9 | i | -3 | i | -1 | -2
CC1CSc2nnc(CCc3ccccc3)n21 (stereo not given) across the screens: 4 | -5 | 8 | -1.9 | -1 | i | -2 | i | 0 | 1

The list goes on:
item	Molecule	SUMO1 PPI mod	CSN inh	NadD inh	LMPTP inh	Scp-1 inhibitor	Rpn11 block	Rin1 Abl inh	Neddyl block	DNMT1 block	STEP block
26	CCN(CC)CC(=O)Nc1sc(C)c(C)c1C(=O)c1ccc(C)cc1	-4	-6	0	0.1	-3	i	-2	i	4	0
27	O=C(C[n+]1cccc(O)c1)Nc1ccc(Br)cc1	-6	-4	-5	-2.1	-9	i	-1	i	-3	-4
28	O=C(NC(c1ccc(Cl)cc1)c1cnccn1)C1CCN(Cc2cccc(C(F)(F)F)c2)CC1 (stereo not given)	2	-2	-1	-0.6	/	i	0	i	10	1
29	CN(C)c1ccc(-c2ccnc3c2CC(C)(C(=O)NCc2ccncc2)O3)cc1 (stereo not given)	1	2	-1	-0.6	/	i	-3	/	5	1
30	Cc1cccc(C)c1OCc1cc(C(=O)N2CCNC(=O)C2)no1	-1	-4	1	-0.3	-1	i	2	i	1	-2
31	CC1CCC(NC(=O)c2ccc3snnc3c2)CC1 (stereo not given)	1	4	-6	-1.9	48	i	1	i	4	0
32	CC(=O)c1c(C)nn(CC(=O)NC2CCCN(Cc3ccc(CC(C)C)cc3)C2)c1C (stereo not given)	-2	-1	-7	-1.4	-3	i	-1	i	3	-1
33	Cn1c(C(=O)NCC2CCCO2)cc2c(=O)[nH]c3ccccc3c21 (stereo not given)	4	-3	3	1.6	-10	i	6	i	6	2
34	CCOc1ccc2nc(NC(=O)C3CCCN(S(=O)(=O)c4cccs4)C3)sc2c1 (stereo not given)	8	-1	7	2.4	-2	i	2	i	-10	1
35	Cc1ccc(OCCn2c(C)nc3ccccc32)cc1	1	2	2	6.0	-2	i	5	i	0	-1
36	COc1ccccc1N1CCN(C(=O)CSc2nc3ccccc3c(=O)n2CC2CCCO2)CC1 (stereo not given)	-4	-1	5	-0.7	11	i	-1	i	2	2
37	CCn1c(SC/C=C/c2ccccc2)nnc1-c1cccs1	0	-3	5	0.0	0	i	-3	i	0	0
38	CS(=O)(=O)n1nc(-c2ccccc2)nc1N	2	4	6	-1.0	-7	i	3	i	6	-6
39	Cn1c(COc2ccccc2)nnc1SCc1cc(=O)[nH]c2ccccc12	-1	2	3	0.2	0	i	0	i	2	3
40	CSc1nnc(-c2ccccc2N=Cc2c(C)[nH]n(-c3ccc4ccccc4c3)c2=O)c(=O)[nH]1	20	3	29	4.3	-7	i	-3	i	-6	6
41	Cc1cc(C)c(NC(=O)CNC(=O)CN2C(=O)NC3(CCCc4ccccc43)C2=O)c(C)c1 (stereo not given)	1	-4	-1	-0.5	-1	i	-4	i	1	3
42	CC1CCC(NC(=O)c2ccc(Br)o2)CC1 (stereo not given)	-5	2	-2	-0.9	/	i	-5	i	6	0
43	O=C(CS(=O)CC(=O)N(c1ccccc1)C(C(=O)NC1CCCC1)c1cccs1)Nc1ccc(F)cc1 (stereo not given)	0	3	0	-0.9	0	i	-3	i	15	1
44	CC(=O)Nc1ccccc1C(=O)N1CCc2ccccc21	-2	-1	3	-1.1	5	i	2	i	-2	-6
45	O=C(COc1ccccc1)Nc1ccc2oc(=O)ccc2c1	-4	3	6	-1.4	1	i	0	i	2	1
46	O=C(NCc1ccccn1)c1nn(-c2ccccc2)c(=O)c2ccccc12	-7	-2	-7	-0.8	-7	i	-1	i	2	3
47	NNC(=O)c1csc(-c2ncc(C(F)(F)F)cc2Cl)n1	-10	-4	4	-2.7	-5	i	-4	i	1	2
48	COc1ccc(Cl)cc1CC1(C)C(=O)Nc2ccc(-c3ccccc3OC)cc21 (stereo not given)	1	4	-3	1.9	/	i	-3	i	-5	0
49	NS(=O)(=O)c1ccc(CCNC(=O)c2cc3ccccc3s2)cc1	9	8	-2	1.5	58*	i	1	i	2	6
50	CC(=O)N1CCN(c2ccc(NCc3ccc(Br)o3)cc2)CC1	-13	-1	-4	1.8	-4	i	-2	i	-3	-2
51	CCOC(=O)c1sc(N(C)C(C)=O)nc1C	4	-4	-3	-0.3	6	i	2	i	1	3

Marked active in Scp-1 inhibitor (from the list above):
no. | SMILES | SUMO1 PPI mod | CSN inh | NadD inh | LMPTP inh | Scp-1 inhibitor | Rpn11 block | Rin1 Abl inh | Neddyl block | DNMT1 block
49 | NS(=O)(=O)c1ccc(CCNC(=O)c2cc3ccccc3s2)cc1 | 9 | 8 | -2 | 1.5 | 58* | i | 1 | i | 2
